RTF Ca sens inh: cardiac RTF calcium desensitization | P19429+P45379 | IANBD-labeled cardiac RTF, Ca2+ fluorescence | inhibition, % at 7.15 µM | 340,000 compounds, 0.12% hits;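 active means inhibition above the mean inhibition of all tested compounds plus 3 SD, cut at about 17% in these data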;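 further: assay run at fixed EC70 calcium of 1.6 mM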
RTF Ca sens act: increases calcium sensitivity of human cardiac regulated thin filaments; activation, % at 7.2 µM; IANBD-labeled TnC RTF fluorescence at EC20 calcium; 0% EC20 calcium, 100% full calcium; 340,000 compounds, 0.24% hits;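 active means activation above the mean over all tested compounds plus 3 SD, cut at about 30% in these data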;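 further: rise in fluorescence read as greater calcium sensitivity of cardiac thin filaments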
CDK5 inh: inhibitors of human CDK5/p35 kinase; inhibition, % at 10 µM; 330,000 compounds, 0.01% hits; Recombinant CDK5/p35, ADP-Glo luminescence, 60 min; Q00535+Q15078;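 active means highest replicate inhibition of at least 50% and at least 75% of replicates reaching 50%; inconclusive means only one of the two criteria met; inactive means both criteria failed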;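 further: plate controls were DMSO neutral control for no effect and GW8510 at 10 µM for full effect; many of its hits are not listed in these tables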
PfHsp90 set2: reduces growth (ATP signal) of yeast expressing P. falciparum Hsp90; S. cerevisiae expressing PfHsp90, BacTiter-Glo ATP, 48 h; yeast lacking PDR1 and PDR3 efflux regulators; inhibition, % at 9.4 µM; 310,000 compounds, 0.32% hits;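 active means every replicate shows inhibition above about 80%, whatever the replicate mean, limit read from the data; inconclusive means mean inhibition reaches the set limit but some replicate falls short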;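 further: 0% = DMSO neutral controls and 100% = 20 µM radicicol positive controls; yeast relying on Plasmodium falciparum Hsp90 in place of its own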
dFosB activator: mouse delta FosB homodimer activation. P13346. purified delta FosB, TAMRA-CDK5 oligo fluorescence polarization; percent of positive-control signal above neutral wells. activation, % at 25 µM. 340,000 compounds, 0.99% hits. AID 493131;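 active means mean activation above about 17%, with every replicate also reaching it, limit read from the data, passing the limit was not always enough; inconclusive means only one of the two conditions met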;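 further: fluorescence polarization rise as delta FosB binds a TAMRA Cdk5 AP-1 oligo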
Target sequence (P13346 whole entry, looked up): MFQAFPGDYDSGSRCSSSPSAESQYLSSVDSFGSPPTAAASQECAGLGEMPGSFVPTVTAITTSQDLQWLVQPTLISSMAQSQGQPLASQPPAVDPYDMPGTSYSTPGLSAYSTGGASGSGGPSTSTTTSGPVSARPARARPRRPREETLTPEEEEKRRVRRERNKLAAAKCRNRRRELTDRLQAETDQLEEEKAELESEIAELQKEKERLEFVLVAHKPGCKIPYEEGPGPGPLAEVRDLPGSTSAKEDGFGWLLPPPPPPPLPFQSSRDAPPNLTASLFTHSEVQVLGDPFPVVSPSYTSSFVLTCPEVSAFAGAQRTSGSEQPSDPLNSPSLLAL
Rtt109 Vps75: inhibitors of Candida albicans Rtt109/Vps75 histone acetyltransferase; Q5AAJ8; purified Rtt109/Vps75, ThioGlo CoA-SH fluorescence, 4 h; inhibition, % at 34.9 µM; 330,000 compounds, 0.16% hits; AID 540336;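 active means inhibition of at least 50% in every replicate; inconclusive means best replicate reaches 50% inhibition but some replicates fall short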
Keap1 Nrf2 FP: Keap1-Nrf2 (human) interaction inhibition. Q14145. Keap1 Kelch-Nrf2 peptide fluorescence polarization, 1536-well. inhibition, % at 9.4 µM. 340,000 compounds, 0.15% hits; in the data active means inhibition above about 12%; inconclusive means no clear call, values can overlap the other calls; inactive means below about 7.3%;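 further: human Keap1 Kelch domain with fluorescein labeled Nrf2 9mer peptide probe; 0% = neutral control wells and 100% = peptide positive control; higher means more block of Keap1 binding to Nrf2 peptide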
Target sequence (Q14145 whole entry, looked up, the tested form may be a part): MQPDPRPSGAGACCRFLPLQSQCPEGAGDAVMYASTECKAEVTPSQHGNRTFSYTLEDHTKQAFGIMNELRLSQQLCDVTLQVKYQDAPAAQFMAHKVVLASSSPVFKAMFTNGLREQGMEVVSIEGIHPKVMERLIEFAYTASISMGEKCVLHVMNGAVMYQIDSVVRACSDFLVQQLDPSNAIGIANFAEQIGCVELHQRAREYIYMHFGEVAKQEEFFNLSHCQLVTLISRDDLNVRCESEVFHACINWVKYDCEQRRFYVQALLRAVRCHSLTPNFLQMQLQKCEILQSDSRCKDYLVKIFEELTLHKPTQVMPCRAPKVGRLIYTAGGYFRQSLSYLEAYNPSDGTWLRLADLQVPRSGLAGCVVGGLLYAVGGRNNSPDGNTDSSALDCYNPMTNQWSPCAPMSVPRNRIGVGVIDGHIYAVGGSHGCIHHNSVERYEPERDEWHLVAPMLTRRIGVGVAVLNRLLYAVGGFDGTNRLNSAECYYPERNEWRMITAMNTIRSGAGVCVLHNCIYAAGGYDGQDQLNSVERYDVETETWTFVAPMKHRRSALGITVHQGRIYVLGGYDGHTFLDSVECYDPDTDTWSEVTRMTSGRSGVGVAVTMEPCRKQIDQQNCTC
NSD2 inh: inhibitors of human histone methyltransferase NSD2; NSD2 peptide methylation, AlphaScreen, 120 min; inhibition, % at 12.5 µM; 310,000 compounds, 0.54% hits; AID 743445; in the data active means inhibition above about 50%
SUMO Mot1 rescue: inhibitors of SUMOylation pathway: yeast Mot1-301 growth rescue | S. cerevisiae Mot1-301 growth rescue, ATP luminescence, 38.5C; percent above DMSO median, 100 means doubled | growth rescue, % at 18.8 µM | 320,000 compounds, 1% hits;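 active means every valid replicate shows activation above 250% relative to neutral control wells; inactive means the rest, any valid replicate at or below 250%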;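 further: OY570 slx delta 5 strain wells were the positive control but not used for scaling; some compounds called inactive have numbers as strong as hits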
PvdQ inh: P. aeruginosa PvdQ acylase inhibition; 340,000 compounds, 0.063% hits; AID 488965; purified PvdQ acylase, fluorescence plate reader; inhibition, % at 10 µM; in the data active means inhibition above about 30%, passing the limit was not always enough; inconclusive means no clear call, values can overlap the other calls;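 further: 0% = vehicle neutral wells and 100% = reference inhibitor wells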
LANA DNA inh: inhibitors of KSHV LANA C-terminal domain DNA binding; 340,000 compounds, 0.078% hits; inhibition, % at 9 µM; MBP-C-LANA/FAM-LBS DNA binding, fluorescence polarization;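 active means highest replicate inhibition at or above 60% at 9 µM, even if other replicates fall short; inactive means all replicates below 60% inhibition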;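 further: 0% = neutral control wells and 100% = 4 µM acridine orange control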
* hit, by the source's call; i = inactive; ? = inconclusive; . = not tested or not shown.

SMILES	RTF Ca sens inh	RTF Ca sens act	CDK5 inh	PfHsp90 set2	dFosB activator	Rtt109 Vps75	Keap1 Nrf2 FP	NSD2 inh	SUMO Mot1 rescue	PvdQ inh	LANA DNA inh
COc1ccc(N2CCN(C(=O)c3ccc(N4C(=O)NC5CC4(C)Oc4ccccc45)cc3)CC2)cc1 (configuration not stated)	4.3	11.4	0.1	-7.3	-6.6	-4.3	1.6	13.0	3.2	-9.8	0.8
Cc1cc2ccccn2c1C(=O)c1ccc([N+](=O)[O-])cc1[N+](=O)[O-]	-1.5	-8.9	0.0	8.1	3.1	1.4	0.3	-1.3	316.9*	4.4	-0.7
CSc1ccccc1NC(=O)CN(C)C(=O)/C=C/c1ccccc1	2.5	4.4	-1.6	-15.3	-4.2	22.4	3.5	11.3	-2.9	5.4	0.4
CC1=C(C(=O)N2CCCCC2)C(c2cccs2)NC(=O)N1 (configuration not stated)	-7.0	7.6	-1.2	9.0	-0.4	9.7	5.0	-1.9	-9.7	-8.1	-0.5
COCc1ccc(CN2CCCC(CO)(Cc3ccccc3)C2)o1 (configuration not stated)	-1.0	-2.9	0.7	-61.7	-3.9	4.7	0.1	-0.9	14.2	-4.1	-1.7
CC(Oc1ccccc1)c1ccnc2nc(N3CCOCC3)nn12 (configuration not stated)	5.1	-0.1	-0.8	-5.2	10.1	-5.2	-1.5	0.8	43.4	10.6	-0.4
O=c1nc2ccccc2c2n1CC(CN1CCN(c3ccc(F)cc3)CC1)N2 (configuration not stated)	-4.8	-2.7	0.4	6.1	4.3	1.2	-0.8	-2.5	.	-8.0	0.0
Cc1cc(C)cc(OCC(O)CN2CC(C)OC(C)C2)c1 (configuration not stated)	-7.0	-1.9	-1.2	10.7	2.7	12.1	0.1	2.2	328.0	3.3	0.7
CCCNC(=O)c1cccc(Br)c1	-4.2	0.5	-0.7	36.6	7.3	8.2	0.4	1.1	7.1	4.3	-0.3
COc1cc(NC(=O)CSc2nnc3c(n2)[nH]c2ccc(S(=O)(=O)NC(C)C)cc23)cc(OC)c1OC	-1.6	1.4	-2.0	0.1	-6.3	-5.6	-1.9	-1.1	-0.1	-10.8	0.5
CCCCCCCCCc1nc2sc3c(c2c(=O)n1NC(=O)c1ccc([N+](=O)[O-])cc1)CC(C)(C)OC3	-2.2	0.1	-6.4	-23.3	-13.4	4.1	-4.9	1.3	522.5	-16.6	1.1
O=C1N(Cc2cccnc2)C[C@@H]2C[C@@H](c3cccc(Oc4ccccc4)c3)N3CCC[C@@]123	5.3	2.0	0.3	5.4	-6.0	0.5	-3.1	2.2	-13.5	-1.8	0.4
CN(C)CCCn1c(N)c(C#N)c2nc3ccccc3nc21	.	.	0.4	3.8	6.0	i	-6.6	6.8	5.0	-11.1	5.3
Cn1c2ccccc2c2cc(/C=N/NC(=O)c3cc(O)cc(O)c3)ccc21	5.7	-6.4	-1.1	18.6	-5.0	-9.8	-4.1	-1.1	0.8	0.9	0.8
COc1ccc(-c2n[nH]c(C)c2-c2ccc(Cl)cc2)c(O)c1	-4.2	-0.3	-0.3	-16.6	-28.1	11.1	3.1	-1.4	-9.4	-15.8	-1.7
C=C(C)C1CC=C(C)/C(=N/NC(=O)COc2ccccc2Cl)C1 (configuration not stated)	-2.6	10.6	-1.9	17.9	-6.0	-1.0	-8.3	-0.2	-3.9	-12.3	-0.7
CN1CCN(c2nc(-c3ccccc3)nc(-c3ccc(F)cc3)c2C#N)CC1	1.4	-6.7	-0.3	8.3	6.2	-0.5	2.8	7.2	16.2	-8.2	-0.9
Cc1ccc(N=Nc2c(O)[nH]c3ccc(F)cc23)cc1	-87.7	74.6*	0.5	-2.5	-3.1	-3.2	-6.6	0.7	-8.1	-11.2	41.4
CCOc1ccc(-c2c(C(=O)N/N=C/c3ccc(C)o3)nnn2-c2nonc2N)cc1	6.5	-1.8	-0.8	28.4	-1.3	1.3	0.0	-3.5	3.1	8.5	1.3
CC(=O)Nc1ccc(NC(=O)COC(=O)c2ccccc2SCC(=O)N2CCCC2)cc1	4.2	-25.0	-0.1	3.8	-3.5	-2.4	-0.1	-0.4	-24.6	2.0	-0.3
O=C1c2cccc3cccc(c23)C(=O)N1c1ccccc1Cl	-12.5	-4.5	4.8	-26.8	-9.9	-1.7	0.7	-0.8	0.9	-18.1	-1.3
O=C(Cc1cccc(NC(=O)C2CCN(C(=O)C3CCCCC3)CC2)c1)Nc1cccc(C(=O)N2CCCCC2)c1	2.4	-4.1	0.9	-4.4	-6.5	-16.4	-1.4	.	.	?	-1.1
O=C(COC(=O)c1cccc(C(F)(F)F)c1)NCc1ccc(Cl)cc1	-21.4	5.1	-4.1	-39.7	-7.6	-10.7	4.0	1.3	14.9	-3.0	2.5
Cn1c(=O)c(C(=O)NNC(=O)c2ccc(Br)cc2)c(O)c2ccccc21	2.9	-7.0	0.7	-1.5	-0.7	-9.2	3.7	-0.5	75.0	-5.6	0.9
O=Cc1cnc(N2CCN(Cc3ccccc3)CC2)s1	3.9	2.2	0.1	-26.0	-6.4	-9.1	-6.2	-0.8	6.8	-12.0	0.2
CC(C)COc1nc2ccccc2c(=O)n1OCC(=O)O	-0.5	7.5	4.0	-1.6	-1.0	1.2	1.6	-3.3	-0.9	-0.9	0.5
CCOC(=O)/C=C1\CC(=O)Nc2cc(C)c(C)cc2N1	-1.9	-1.1	-0.3	8.5	0.4	-1.8	-1.7	2.1	12.7	13.8	-1.0
c1cc(-c2ccncc2)ccn1	-2.3	-2.2	0.1	-15.1	4.9	3.6	-1.9	-2.6	-24.9	-5.9	0.2
O=C(Nc1ccccc1Cl)c1ccc2ccccc2c1	2.0	1.3	0.9	4.0	3.6	18.2	-4.5	-1.0	116.5	18.0	-3.7
CN(CC(=O)NC1CCN(Cc2ccccc2)CC1)S(=O)(=O)c1ccc2c(c1)c(=O)n(C)c(=O)n2C	-0.5	5.0	-3.0	-3.1	-10.1	-0.5	-2.1	-1.3	.	-3.9	0.1
O=C(O)COc1ccc(F)cc1Br	-7.3	-0.8	-0.9	-6.2	2.8	-5.9	-0.1	-4.8	18.8	-16.2	0.2
O=C(NCC(c1ccco1)N1CCCC1)c1ccc(S(=O)(=O)Nc2ccccc2Cl)cc1 (configuration not stated)	-8.3	1.4	-1.0	6.4	-13.6	5.4	-1.1	0.8	-10.3	10.2	0.7
COc1ccc(CNC(=O)Cn2cnc3c(NCc4ccccc4)ncnc32)cc1	-4.6	-4.8	0.4	0.8	0.9	-2.1	-0.2	.	.	-8.5	0.7
CCC(C)[C@H](NC(=O)NCc1cccs1)C(=O)OC (some centres not stated)	9.2	4.5	1.4	5.0	0.8	-0.2	-1.7	1.1	-8.3	1.5	0.7
CCOC(=O)C1CCN(C(=O)COc2ccc(Br)cc2C)CC1	-8.2	0.2	0.2	0.3	-5.5	-1.1	-2.9	-11.6	-16.9	-15.6	-0.8
Cc1ccc(N2CC(C(=O)NC(C)CCc3ccccc3)CC2=O)cc1 (configuration not stated)	5.7	-3.2	0.5	3.0	-14.4	-0.1	-1.3	-2.4	1.0	-8.3	0.0
O=S(=O)(c1ccc(NC(=S)NN=C(Cc2ccccc2)Cc2ccccc2)cc1)N1CCOCC1	2.8	-1.4	1.1	7.8	-7.8	-6.2	-1.3	-4.1	-9.1	-4.2	-1.2
N=C(N)c1ccc(N)cc1	7.8	-0.1	6.6	-3.9	3.7	19.7	-3.0	.	-7.6	2.6	-14.2
Cc1c(NC(=O)COC(=O)c2ccc(O)cc2)c(=O)n(-c2ccccc2)n1C	6.8	0.0	-1.2	.	0.5	-7.3	0.2	2.7	.	-2.3	0.0
CCC(=O)NNc1ncnc2c1cnn2C	-5.3	6.0	-1.7	.	2.8	-0.2	3.9	0.3	-10.3	-12.1	0.0
CC(=O)N/N=C/c1ccccc1OCCOc1cccc(C)c1	-7.1	4.3	-1.5	-11.4	-7.6	-1.9	-5.2	-0.7	49.2	-15.4	-0.9
O=[N+]([O-])c1ccc(N=Nc2ccc(O)cc2O)cc1	7.5	-0.4	1.1	16.9	-11.1	2.8	4.3	36.8	-13.3	-12.6	1.5
COc1ccc(Br)cc1C(=O)NC(=S)Nc1ccc2[nH]c(=O)[nH]c2c1	-7.5	14.4	-0.9	2.0	-2.2	1.4	2.8	.	8.4	-12.1	-1.1
C/C(=N/Nc1ncc(C(F)(F)F)cc1Cl)c1ccncc1	.	.	-1.3	-37.7	-5.6	-3.0	-2.1	-2.0	133.7	-2.1	-1.4
C=CCN(c1ccccc1)S(=O)(=O)c1cccc(C(=O)Nc2cccc(C)n2)c1	-5.3	-3.6	0.2	.	-1.4	-4.4	0.6	3.0	6.5	-7.8	1.1
COc1ccc(NC(=O)C2CCN(c3nc(C)nc4c3CCC4)CC2)cc1	3.3	-2.7	0.0	-6.5	-3.8	3.9	-0.6	0.5	-2.4	-1.4	0.2
Cc1cccc2nc(CSc3nncn3-c3ccccc3)cn12	4.1	5.7	0.7	10.4	1.8	-2.0	-3.5	-2.0	5.0	-14.3	-2.0
COc1cc(NC(=O)Cn2cnc3c(SC)nc(N)nc32)cc(OC)c1OC	-5.6	-1.4	1.5	-18.1	-6.7	-1.4	-3.4	.	-6.2	-12.7	-2.2
CN(C)S(=O)(=O)c1ccc(C(=O)Nc2ccc3nc(N4CCOCC4)sc3c2)cc1	1.3	0.5	-1.3	15.4	-2.5	3.0	-2.6	-0.1	-20.2	9.4	0.7
COc1cc(/C=C2\N=C(c3ccccc3)NNC2=O)cc(OC)c1OC	-3.6	-1.1	-0.3	5.3	-7.3	-11.7	0.9	4.4	6.1	-8.7	-1.0
CCn1cc(C(=O)NCc2cccnc2)c(=O)c2cc(F)c(N3CCN(C(=O)c4ccco4)CC3)cc21	-13.4	3.5	1.5	-81.7	-6.4	3.5	-1.8	3.4	1.0	-7.9	-1.0
COc1ccc(S(=O)(=O)N(C(=O)c2ccncc2)c2ccc(OC(=O)c3ccncc3)cc2)cc1	2.1	-1.7	0.7	91.2*	-3.3	0.2	3.6	-1.2	309.0*	-4.6	-2.4
Cc1cccn2c(=O)c(/C=N/O)c(NCc3ccccc3)nc12	-6.1	-1.2	-0.5	9.3	2.6	2.8	-3.6	27.1	4.2	-25.8	-1.2
COC(=O)CC1COc2ccccc2N1S(=O)(=O)c1ccc(OC)cc1 (configuration not stated)	-1.7	-0.9	-1.3	-3.7	1.7	1.4	-2.5	-7.5	-12.9	-3.7	-2.7
O=C(C=Cc1ccccc1)N1CCCCC1	-1.1	-3.0	-0.1	13.5	-2.6	7.7	-4.3	1.9	.	-3.8	2.3
COC(=O)c1sccc1NC(=O)CCC1CCCC1	-3.2	2.5	-4.3	-8.6	-7.0	-0.8	-1.8	-7.2	22.9	-20.9	1.9
